C diff growth – inhibitors of Clostridium difficile growth; Clostridium difficile clinical isolate growth, OD600, 24 h; active compounds read low; growth activity, negative = inhibition, % at 16 µg/mL (by protocol); 86,000 tested, 0.25% active; AID 1259249;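 active = mean growth activity at or below -80% and every replicate also at or below -80%; inconclusive = mean at or below -80% but some replicate above -80%; inactive = mean growth activity above -80%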;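 note: 0% = DMSO wells and -100% = levofloxacin 16 µg/mL wells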
T cruzi growth – blocks T. cruzi growth in NIH3T3 culture; T. cruzi beta-gal in NIH3T3, GalScreen luminescence, 90 h; inhibition, % at 8.34 µM; 77,000 tested, 5.9% active; AID 624255;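 active = mean inhibition above about 93%, with at least 55% of replicates each passing it, limit read from the data, passing the limit was not always enough; inconclusive = only one of those two conditions holds; inactive = neither condition holds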
GASC1 inh – inhibitors of human demethylase GASC-1 KDM4C; Q9H3R0; GST-KDM4C 2-372, H3K9me3 peptide, LANCE TR-FRET; inhibition, % at 12.5 µM; 96,000 tested, 0.15% active;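 active = mean replicate inhibition above about 25%, with at least 55% of replicates also reaching it, limit read from the data, passing the limit was not always enough; inconclusive = only one of those two conditions met; inactive = neither condition met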
Target sequence (Q9H3R0 2-372 limits assumed): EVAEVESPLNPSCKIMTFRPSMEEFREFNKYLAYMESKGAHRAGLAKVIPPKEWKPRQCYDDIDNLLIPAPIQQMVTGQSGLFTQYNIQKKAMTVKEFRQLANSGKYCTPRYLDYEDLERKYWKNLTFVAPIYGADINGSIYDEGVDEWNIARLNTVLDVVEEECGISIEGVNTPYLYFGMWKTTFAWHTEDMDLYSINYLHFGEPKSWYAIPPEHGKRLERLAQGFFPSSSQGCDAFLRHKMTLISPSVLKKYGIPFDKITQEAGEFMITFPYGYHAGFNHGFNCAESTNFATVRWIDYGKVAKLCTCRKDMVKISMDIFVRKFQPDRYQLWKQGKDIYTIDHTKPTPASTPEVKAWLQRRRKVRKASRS
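Test system: N-terminal GST-fused human GASC-1 (KDM4C) fragment, residues 2-372; quantity: GASC-1 enzyme at 10 nM final in reaction; dosing: single dose; schedule: 30 min demethylation and 1 h detection at room temperature; signal: LANCE TR-FRET, excitation 340 nm, emissions 618 and 671 nm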
Pf Dd2 growth – P. falciparum Dd2 growth inhibition. SYBR Green, 72 h; active compounds read low. activity change, % at 10 µM. 94,000 tested, 2.3% active. AID 1159554; in the data active = activity change below about -80%; inconclusive = no clear call, values can overlap the other calls
Active calls of the source: *; ? = inconclusive; · = no result given; & = joins results of further samples.

SMILES	C diff growth	T cruzi growth	GASC1 inh	Pf Dd2 growth
C[C@@H]1CN([C@@H](C)CO)S(=O)(=O)c2ccc(/C=C/c3ccccc3)cc2O[C@@H]1CN(C)C(=O)Nc1cccc(F)c1	5	127*	-0.3	-54
Cc1noc(C)c1NC(=O)N(C)C[C@H]1Oc2ccc(NC(=O)Nc3cccc4ccccc34)cc2CC(=O)N([C@H](C)CO)C[C@@H]1C	-3	13	-0.1	-17
CCCNC(=O)N1C[C@@H](O)COC[C@@H]2O[C@@H](CC(=O)N3CCOCC3)CC[C@H]21	·	9	-3.5	-16
CCCNC(=O)[C@H]1[C@H](CO)[C@H]2Cn3c(ccc(-c4ccc(F)cc4)c3=O)[C@@H]1N2CCC	-2	0	0.2	13
CC=Cc1ccc2n(c1=O)C[C@H]1[C@H](CO)[C@@H](C(=O)NCC3CC3)N(C(=O)C3CCOCC3)[C@@H]21 (mixture of isomers)	-1	28	1.0	3
O=C(C[C@H]1C[C@@H]2c3cc(NC(=O)NC4CCCC4)ccc3O[C@@H]2[C@@H](CO)O1)NCc1ccc2c(c1)OCO2	-1	·	-2.3	-15
C[C@H](CO)N1C[C@H](C)[C@H](CN(C)C(=O)Nc2ccccc2F)OCc2cn(nn2)CCCC1=O	5	69	1.1	-7
CCCNC(=O)C[C@@H]1CC[C@@H]2[C@H](COc3ccc(NC(=O)Nc4ccccc4F)cc3C(=O)N2C)O1	-2	28	1.2	-35
O=C(C1CCCC1)N1C[C@@H]2N[C@H](C1)C2c1ccc(-c2ccncc2)cc1 (stereo partly drawn)	-2&4	·	0.6&1.0	-1&19
COc1ccc2c3c(n(C)c2c1)[C@@H](CO)N(C(=O)C1CC1)CC31CCN(C(=O)C2CCOCC2)CC1	-2	·	2.6	-16
C[C@H](NC(=O)[C@@H]1N[C@@H]2c3ccc(-c4cccnc4)c(=O)n3C[C@@H]2[C@H]1CO)c1ccccc1	-3	49	-1.2	·
C[C@H](CO)N1C[C@H](C)[C@H](CN(C)Cc2ccccc2)Oc2ccc(NS(=O)(=O)c3ccccc3)cc2C1=O	-1	13	0.5	-10
CO[C@@H]1CC[C@@H]2CCN(C)C(=O)[C@@H](C)[C@H](OC)CN(C)C(=O)c3cccc(C#N)c3OC[C@@H]1O2	·	5	1.3	27
COCC(=O)N1CC2(C1)CN(S(C)(=O)=O)[C@H](CO)c1c2c2ccc(OC)cc2n1C	-1	·	-0.7	0
C[C@H](CO)N1C[C@H](C)[C@H](CN(C)Cc2cccc(C(F)(F)F)c2)Oc2ncc(C#CCN(C)C)cc2C1=O	18	-4	4.0	-34
Cc1noc(C)c1NC(=O)Nc1ccc2c(c1)C(=O)N([C@@H](C)CO)C[C@@H](C)[C@H](CN(C)C(=O)c1ccccc1)OCCCC[C@@H](C)O2	5	-13	-1.5	45
C[C@H]1CN([C@@H](C)CO)C(=O)c2cc(NC(=O)CCCCCC(=O)Nc3ccccc3N)ccc2O[C@@H]1CN(C)C(=O)Nc1ccc2c(c1)OCO2	0	·	0.5	13
COCC(=O)Nc1ccc2c(c1)[C@H]1C[C@H](CC(=O)NCc3ccc4c(c3)OCO4)O[C@H](CO)[C@H]1O2	-5	43	2.0	-18
C/C=C/c1cnc2c(c1)C(=O)N([C@@H](C)CO)C[C@H](C)[C@@H](CN(C)C(=O)c1cccc(F)c1)O2	-2	·	1.0	-1
CN1c2ccc(C#Cc3cccnc3)cc2[C@@H]2[C@@H](CCN2C(=O)C2CCCC2)[C@H]1CO	-14	·	6.2	-66

An excerpt from above in order of molecular weight, high to low.
SMILES	C diff growth	T cruzi growth	GASC1 inh	Pf Dd2 growth
CO[C@@H]1CC[C@@H]2CCN(C)C(=O)[C@@H](C)[C@H](OC)CN(C)C(=O)c3cccc(C#N)c3OC[C@@H]1O2	·	5	1.3	27
CC=Cc1ccc2n(c1=O)C[C@H]1[C@H](CO)[C@@H](C(=O)NCC3CC3)N(C(=O)C3CCOCC3)[C@@H]21 (mixture of isomers)	-1	28	1.0	3
O=C(C1CCCC1)N1C[C@@H]2N[C@H](C1)C2c1ccc(-c2ccncc2)cc1 (stereo partly drawn)	-2&4	·	0.6&1.0	-1&19

The results go on.
SMILES	C diff growth	T cruzi growth	GASC1 inh	Pf Dd2 growth
CCCNC(=O)[C@H]1[C@H](CO)[C@H]2Cn3c(ccc(-c4ccccc4F)c3=O)[C@H]2N1CC1CC1	-10	-248	3.4	·
Cc1ccc(S(=O)(=O)Nc2ccc3c(c2)C(=O)N([C@H](C)CO)C[C@H](C)[C@H](CN(C)Cc2ccncc2)OCCCC[C@@H](C)O3)cc1	·	20	-0.4	-43
O=C(NCC[C@H]1CC[C@@H](NS(=O)(=O)c2ccccc2)[C@@H](CO)O1)c1ccccc1F	-1	7	1.3	-17
COCC#Cc1ccc([C@H]2[C@H]3CN(C(=O)Nc4cc(F)ccc4F)CCCCN3[C@H]2CO)cc1	0	87	-1.4	4
CCC(=O)Nc1ccc2c(c1)C(=O)N(C)C[C@@H](OC)[C@H](C)CN(Cc1ccccc1C(=O)O)[C@H](C)CO2	·	26	1.0	33
N#C[C@@H]1[C@H](c2ccccc2/C=C/c2ccccc2)[C@H](CO)N1S(=O)(=O)c1cccc(F)c1	-6	·	-1.4	-27
O=C(C1CCCC1)N1CCCCN2[C@@H](CO)[C@@H](c3ccc(C#CC4CC4)cc3)[C@@H]2C1	-1	93	·	-39
COc1ccc(NC(=O)Nc2ccc3c(c2)C(=O)N([C@@H](C)CO)C[C@H](C)[C@H](CN(C)C(=O)Nc2ccc(C(F)(F)F)cc2)O3)cc1	·	-66	-0.9	-42
CCN1[C@@H]2Cn3c(ccc(C4=CCCC4)c3=O)[C@H]1[C@@H](C(=O)N[C@H](C)c1ccccc1)[C@@H]2CO	-3	67	1.8	5
COc1ccc(NC(=O)N2CC(=O)N3[C@H](C2)[C@H](c2ccc(C4=CCCC4)cc2)[C@@H]3CO)cc1	-5	·	-0.7	-24
O=C(C[C@@H]1CC[C@H](NS(=O)(=O)c2ccc(F)cc2)[C@@H](CO)O1)NCc1ccccc1F	-9	·	0.0	9
Cc1noc(C)c1S(=O)(=O)N(C)C[C@@H]1Oc2c(NC(=O)c3cnccn3)cccc2C(=O)N([C@H](C)CO)C[C@@H]1C	·	-100	-0.2	19
C[C@@H]1CN([C@H](C)CO)C(=O)Cc2cc(NS(=O)(=O)c3cccs3)ccc2O[C@@H]1CN(C)S(=O)(=O)c1ccc(F)cc1	5	63	-1.8	-9
COc1ccc(CN(C)C[C@@H]2Oc3c(NC(=O)CCCCCC(=O)Nc4ccccc4N)cccc3C(=O)N([C@H](C)CO)C[C@H]2C)cc1	-4	·	0.3	-90*
C[C@@H]1CN([C@@H](C)CO)C(=O)c2cc(NC(=O)Cn3cnnn3)ccc2O[C@H]1CN(C)Cc1ccncc1	0	-42	0.9	15
O=C(Nc1ccc2c(c1)[C@H]1C[C@@H](CC(=O)N3CCCCC3)O[C@@H](CO)[C@H]1O2)c1cccnc1	-2	12	-2.0	10
COc1ccccc1NC(=O)N[C@@H]1CC[C@H](CC(=O)N[C@@H](C)c2ccccc2)O[C@H]1CO	·	-3	0.0	19
COc1cccc(S(=O)(=O)Nc2ccc3c(c2)OC[C@@H](C)NC[C@@H](C)[C@H](OC)CN(C)C3=O)c1	0	-438	0.5	-1
CC(C)C#Cc1cnc2c(c1)C(=O)N([C@@H](C)CO)C[C@@H](C)[C@@H](CN(C)C(=O)CC1CC1)O2	-3	·	·	-13
COc1ccccc1S(=O)(=O)N[C@@H]1C=C[C@@H](CC(=O)NCc2cc(F)cc(F)c2)O[C@@H]1CO	·	-18	-0.4	13

With a hit mark in T cruzi growth, among the entries above:
mol | C diff growth | T cruzi growth | GASC1 inh
C[C@@H]1CN([C@@H](C)CO)S(=O)(=O)c2ccc(/C=C/c3ccccc3)cc2O[C@@H]1CN(C)C(=O)Nc1cccc(F)c1 | 5 | 127* | -0.3

Following part:
SMILES	C diff growth	T cruzi growth	GASC1 inh	Pf Dd2 growth
CCS(=O)(=O)Nc1ccc2c(c1)C(=O)N(C)C[C@H](OC)[C@H](C)CN(C(=O)CN(C)C)[C@@H](C)CO2	-2	-21	0.5	4
O=C(O)C[C@@H]1CC[C@H](NC(=O)c2ccccc2F)[C@@H](CO)O1	-2	·	-0.5	12
C[C@@H]1CN([C@H](C)CO)C(=O)Cc2cc(NS(=O)(=O)c3ccc(Cl)cc3)ccc2O[C@@H]1CN(C)Cc1ccncc1	-3	62	1.2	9
CC(=O)N(C)C[C@H]1Oc2cc(C#Cc3cccnc3)ccc2S(=O)(=O)N([C@@H](C)CO)C[C@H]1C	-5	17	-4.0	6
COc1ccc(S(=O)(=O)N2C[C@H](O)COC[C@H]3O[C@@H](CC(=O)N[C@H]4CCN(Cc5ccccc5)C4)CC[C@@H]32)cc1	0&-11	?	-2.2	·
CC(C)C(=O)Nc1ccc2c(c1)C(=O)N(C)[C@H]1CC[C@@H](CC(=O)Nc3ccccc3)O[C@H]1CO2	-6	23	1.6	-7
CNC[C@H]1OCCCC[C@@H](C)Oc2ccc(NS(=O)(=O)c3ccc(Cl)cc3)cc2C(=O)N([C@@H](C)CO)C[C@H]1C	1	88	-2.5	14
Cc1noc(C)c1S(=O)(=O)N(C)C[C@H]1OCCCC[C@H](C)Oc2ccc(NC(=O)Cc3ccccc3)cc2C(=O)N([C@H](C)CO)C[C@@H]1C	8	77	-0.7	-36
C[C@H](CO)N1C[C@H](C)[C@H](CN(C)S(=O)(=O)c2ccc3c(c2)OCCCO3)OCc2cnnn2CCCC1=O	·	-49	·	-8
C[C@@H]1CN([C@H](C)CO)S(=O)(=O)c2ccc(C3=CCCC3)cc2O[C@H]1CN(C)Cc1ccccc1F	42	118*	-2.4	-34
Cc1noc(C)c1NC(=O)Nc1ccc2c(c1)C(=O)N([C@H](C)CO)C[C@@H](C)[C@H](CN(C)S(=O)(=O)c1ccc(Cl)cc1)OCCCC[C@@H](C)O2	·	82	0.1	-75
COc1ccc(CN(C)C[C@H]2OCCCC[C@H](C)Oc3ccc(NC(=O)Nc4ccc5c(c4)OCO5)cc3C(=O)N([C@H](C)CO)C[C@@H]2C)cc1	·	99*	1.8	10
COc1ccc(-c2cnc3c(c2)C(=O)N([C@H](C)CO)C[C@H](C)[C@H](CN(C)S(=O)(=O)c2ccccc2)O3)cc1	3	38	-3.2	-51
CO[C@H](CN(C)C(=O)c1cnccn1)[C@H](C)CN([C@H](C)CO)S(=O)(=O)c1ccc(F)cc1	·	-23	3.5	16
CO[C@@H]1CN(C)C(=O)c2cc(NC(=O)Nc3c(C)noc3C)ccc2OC[C@@H](C)N(C)C[C@H]1C	4	-30	-1.4	15
CC(=O)N(C)C[C@H]1Oc2cc(-c3ccc(C#N)cc3)ccc2S(=O)(=O)N([C@@H](C)CO)C[C@@H]1C	0	34	0.7	-18
Cc1cccc(S(=O)(=O)N2CC[C@H]3[C@@H](CO)N(C)c4ccc(Br)cc4[C@H]32)c1	-2	86	5.9	8
Cc1ccc(S(=O)(=O)N(C)C[C@@H]2Oc3ccc(NC(=O)CCCCCC(=O)Nc4ccccc4N)cc3CC(=O)N([C@H](C)CO)C[C@H]2C)cc1	-5	23	-1.6	-56
C[C@@H]1CCCCO[C@H](CN(C)C(=O)Nc2ccc3c(c2)OCO3)[C@@H](C)CN([C@@H](C)CO)C(=O)c2cc(NC(=O)CCCN(C)C)ccc2O1	6	49	3.8	-22
CC(=O)N1[C@H](CO)[C@@H](c2ccccc2)[C@H]1CN(CC(C)C)C(=O)c1ccccn1	-1	14	-0.9	0

Some of the entries so far, as labelled records:
> CC(=O)N(C)C[C@H]1Oc2cc(C#Cc3cccnc3)ccc2S(=O)(=O)N([C@@H](C)CO)C[C@H]1C
  C diff growth: -5
  T cruzi growth: 17
  GASC1 inh: -4.0
  Pf Dd2 growth: 6

> CC(=O)N1[C@H](CO)[C@@H](c2ccccc2)[C@H]1CN(CC(C)C)C(=O)c1ccccn1
  C diff growth: -1
  T cruzi growth: 14
  GASC1 inh: -0.9
  Pf Dd2 growth: 0

(next part)
SMILES	C diff growth	T cruzi growth	GASC1 inh	Pf Dd2 growth
COc1ccc(S(=O)(=O)Nc2ccc3c(c2)C(=O)N([C@H](C)CO)C[C@H](C)[C@H](CN(C)Cc2ccc(-c4ccccc4)cc2)O3)cc1	31	67	-1.1	12
C[C@H](CO)N1C[C@H](C)[C@H](CN(C)C(=O)Nc2ccc3c(c2)OCO3)Oc2c(NS(C)(=O)=O)cccc2C1=O	8	-6	1.4	12
COC(=O)C[C@H]1C[C@H]2c3cc(NC(=O)Nc4ccccc4)ccc3O[C@H]2[C@@H](CO)O1	8	26	-1.0	25
O=C(Nc1cccc(F)c1)N1C[C@@H]2[C@H](c3ccccc31)[C@@H](CO)N2C(=O)c1ccccn1	-1	-1	-0.2	-7
COc1ccc(CN2C[C@@H](C)[C@@H](OC)CN(C)C(=O)c3cc(NC(=O)c4nc5ccccc5s4)ccc3OC[C@@H]2C)cc1	·	·	2.1	-61
C[C@H]1CN([C@@H](C)CO)C(=O)Cc2cc(NC(=O)Nc3ccc(F)cc3)ccc2O[C@@H]1CN(C)Cc1ccc(Cl)c(Cl)c1	43	15	-0.5	-30
COc1cccc(-c2ccc3n(c2=O)C[C@H]2[C@H](CO)[C@@H](C(=O)NC4CCC4)N(S(C)(=O)=O)[C@@H]32)c1	2	46	-3.3	4

Source: PubChem
